Nrf2 ARE act: activates Nrf2 signaling | AREc32 ARE-luciferase reporter (MCF7-derived line), luminescence, 24 h | Potency, µM (series often up to 46.1 µM), for inactives: top-dose activation, most hits filed as activators | hit rate 0.31% among 410,000; also: potency is read from the fitted curve at half-maximal effect; % of control where 0% means no effect; nearly all actives have a fitted effect of over 65% in size
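Luciferase luminescence (Steady-Glo, 30 min at room temperature) served as the read-out of ARE activation in AREc32 cells treated with compounds for 24 hr at 37 deg C.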
A549 viability: A549 cytotoxicity, counter-screen for Nrf2 inhibitors; hit rate 0.16% among 390,000; Potency, µM (top dose mostly 46 µM), without a hit: top-dose activity change, negative = cytotoxicity, hits mostly inhibitors; A549 ARE-Fluc cells, CellTiter-Fluor viability, 18-24 h; also: potency is read from the fitted curve at half-maximal effect; % is scaled to controls: 0 for no effect and ±100 for the full control effect
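A549 ARE-Fluc cells in 5% FBS OPTI-MEM, 5000 cells/well, rested 2 h then exposed to compounds in concentration-response for 18-24 h at 37 °C. Viability by CellTiter-Fluor fluorescence (Ex 405/Em 525) after 30 min; luciferase luminescence (BugLite, 15 min, RT) read afterwards.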
TGFb SMAD3 inh: inhibitors of TGF-b signaling | HepG2 CAGA-GFP TGF-b/SMAD3 reporter, GFP fluorescence, 18 h; TGF-beta stimulated, 500 pg/mL final | Potency, µM (highest dose often 46.1 µM), for the others: at the top dose activity, negative = inhibition, actives largely listed as inhibitors | hit rate 1.2% among 410,000; also: potency is read from the fitted curve at half-maximal effect; % is scaled to controls: 0 for no effect and ±100 for the full control effect; nearly all actives have a fitted effect of over 65% in size
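First, reporter cells (HEPG2 CAGA-GFP) rested 2 h at 37 degrees C. Next, compounds were pinned in and TGF-beta added to 500 pg/mL final. After 18 h, GFP was imaged per cell and summed per well.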
S2 tox: cell viability loss in ATXN counter-screen; S2 cells (HEK-293 line with an ATXN2-luciferase reporter) viability, CellTiter-Fluor protease fluorescence, 24 h; Potency, µM (series often up to 56.7 µM), usual class: cytotoxic; hit rate 0.49% among 400,000; also: potency is read from the fitted curve at half-maximal effect; nearly all actives have a fitted effect of over 40% in size
Mm-Cpn inhibitor: M. maripaludis TRiC chaperonin inhibition; purified Mm-Cpn ATPase, ADP Transcreener TR-FRET; Potency, µM (doses to about 76.9 µM), for inactives: at the highest dose activity, negative = inhibition, most hits filed as inhibitors; hit rate 0.031% among 330,000; AID 504842; also: potency is read from the fitted curve at half-maximal effect; % is scaled to controls: 0 for no effect and ±100 for the full control effect; nearly all actives have a fitted effect of over 80% in size
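Reaction buffer contained 30 mM Tris pH 7.4, 100 mM KCl, 5 mM MgCl2 and 1 mM DTT. Mm-CPN (25 nM final) hydrolysed 10 uM ATP over 30 min at 37°C; ADP was read by HTRF.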
Nrf2 block: Nrf2 pathway inhibition; A549 ARE-Fluc reporter, luciferase luminescence, 18-24 h; Potency, µM (top dose mostly 46 µM), for the others: top-dose activity change, negative = inhibition, hits mostly inhibitors; hit rate 2.1% among 360,000; also: potency is read from the fitted curve at half-maximal effect; % is scaled to controls: 0 for no effect and ±100 for the full control effect; nearly all actives have a fitted effect of over 60% in size
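Nrf2 function is reported as luminescence of an ARE-controlled luciferase in A549 cells. Compounds were tested at several concentrations, and a CellTiter-Fluor read on the same wells flagged cytotoxicity.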
HepG2 tox: kills HepG2 cells in TGF-b inhibitor counter-screen; HepG2 CAGA-GFP viability, ATP luminescence, 18 h; Potency, µM (highest dose often 46.1 µM), inactives show top-dose activity change, negative = cytotoxicity, usual class: cytotoxic; hit rate 0.76% among 410,000; AID 588856; also: potency is read from the fitted curve at half-maximal effect; some results filed as inactive show a strong effect at the top dose
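CellTiter-Glo luminescence gave cytotoxicity after 18 hours at 37 degrees C. The cells were HepG2 CAGA-GFP in 1% FBS DMEM, stimulated with 500 pg/mL TGF-beta after compound addition. %Activity was normalised to no-cell wells (complete cell-killing) and DMSO (no toxicity), and curves were fitted and classified.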
CCT modulator: cytosolic chaperonin activity modulation. AID 651819. activity change, % (concentration not given with the values), hits read low. purified chaperonin ATPase assay, HTRF ADP detection, 30 min. hit rate 0.3% among 360,000; in the data active = activity change below about -30%; also: % is scaled to controls: 0 for no effect and ±100 for the full control effect
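Enzyme 40 or 20 nM (batch-dependent) in Tris pH 7.4/KCl/MgCl2/DTT; cpd 76 uM single point; ATP 10 uM; 30 min 37 °C; Transcreener ADP HTRF detection, 30 min RT; ratio 665/615.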
Akt phos inh: inhibitors of Akt phosphorylation. activity change, % for hits at 50 µM. Neuro2A IGF-stimulated pAkt S473 HTRF, 20 min; active compounds read low. hit rate 0.32% among 360,000. AID 651550; in the data active = activity change below about -80%; inconclusive = mostly about -51% to -80%; also: % is scaled to controls: 0 for no effect and ±100 for the full control effect
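Neuro2A cells in DMEM with 0.5% FBS, overnight at 37 deg C, given compound at single 50 µM final, then IGF (6 nM final) for 20 min at 37 deg C. Lysed; phospho-Akt Ser473 by HTRF after 24 h, 665/615 ratio.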
The depositor's hits bear a star; i = inactive; ? = inconclusive; / = not tested or not shown; [ ] = another dose, or the depositor's remark. Unless noted, calls follow the shape of the dose curve; as a rule, active = well fitted curve in the direction sought with a large enough effect; inconclusive = small, poorly fitted or top-dose-only effect, or another doubt; inactive = no such curve, though single readings can be large; an effect the other way counts as inactive or inconclusive.

canonical_smiles	CCT modulator	Nrf2 block	TGFb SMAD3 inh	Mm-Cpn inhibitor	HepG2 tox	A549 viability	S2 tox	Akt phos inh	Nrf2 ARE act
CCOC(=O)C(NC(=O)c1ccccc1)=C1C=C(C)OC(C)=C1	-0.8	-17%	-1%	0%	-1%	-16%	?	i	4.7%
O=C(NC1CCCCC1)C1c2ccccc2OCC(=O)N1Cc1ccco1 (centres undefined)	2.4	/	/	/	/	/	i	i	-1.6%
CCC(C)C(=O)Nc1nc(C)c(-c2csc(Nc3ccccc3OC)n2)s1 (centres undefined)	-1.9	-26%	-3%	?	-20%	-2%	i	i	0.6%
O=C(CSc1nccn1Cc1ccc(F)cc1)Nc1ccc2c(c1)OCCO2	/	/	-23%	/	-16%	-3%	/	/	4.4%
CC(=O)c1ccc(N2CCN(c3ccnc4cc(Cl)ccc34)CC2)cc1	1.0	1.6µM*	0%	0%	-4%	-1%	i	i	0.4%
O=C(/C=C/[C@H]1O[C@@H](n2ccc(=O)[nH]c2=O)[C@H](O)[C@@H]1O)N1CCN(Cc2ccc(F)cc2)CC1	2.2	/	3%	/	2%	/	i	i	-0.6%
Cc1ccc(Cl)cc1N1CCN(C(=O)c2cnn(C(C)(C)C)c2C2CCN(C(=O)OC(C)(C)C)CC2)CC1	/	?	-20%	/	-26%	-9%	/	/	0.0%
CCn1c(-c2ccccc2SC)n[nH]c1=S	1.0	16%	-5%	-2%	0%	7%	i	i	0.0%
C=C(C)C(=O)Nc1cccc(C2=NOC3(C2)C[C@H](C(N)=O)N(C(=O)c2ccccc2C(=O)c2ccccc2)C3)c1 (some centres undefined)	-1.8	-3%	-10%	-2%	-91%	2%	i	i	-0.2%
CCc1c(C)c2c(C)[nH]nc2oc1=O	-0.8	-12%	-14%	1%	-3%	-5%	i	i	0.4%
CC(C)c1ccc(S(=O)(=O)N2CCN(C(=S)NCc3ccco3)CC2)cc1	-12	-10%	?	-1%	0%	8%	i	i	-0.3%[9.22 µM]
O=S(=O)(Cc1ccc(Cl)cc1)Oc1ccc(Cl)cc1	-0.6	-22%	-14%	/	-20%	9%	i	i	2.2%

Overlap with the part before: 2 compounds, then new ones.
canonical_smiles	CCT modulator	Nrf2 block	TGFb SMAD3 inh	Mm-Cpn inhibitor	HepG2 tox	A549 viability	S2 tox	Akt phos inh	Nrf2 ARE act
CC(C)c1ccc(S(=O)(=O)N2CCN(C(=S)NCc3ccco3)CC2)cc1	-12	-10%	?	-1%	0%	8%	i	i	-0.3%[9.22 µM]
O=S(=O)(Cc1ccc(Cl)cc1)Oc1ccc(Cl)cc1	-0.6	-22%	-14%	/	-20%	9%	i	i	2.2%
COC(=O)c1ccc(-n2c(C)nc(=O)c(-c3ccccc3)c2C)cc1	1.5	2%	3%	-2%	2%	-2%	i	i	-0.4%
CC#CC(=O)N1CCC(C(=O)Nc2ccc(Oc3ccccc3)nc2)CC1	-2.6	?	-17%	2%	-18%	1%	i	i	0.1%
COc1ccc(CCNC(=O)CCCCn2c(=O)[nH]c3ccccc3c2=O)cc1OC	3.1	-10%	7%	1%	-13%	12%	i	i	-0.7%
COc1ccc(NC(=O)C2CCC(CNc3c(N4CCCCC4)c(=O)c3=O)CC2)c(OC)c1 (centres undefined)	0.2	-29%	1%	2%	-30%	0%	i	i	0.1%
O=C(NCCCN1CCCCC1)c1cc(Sc2ccc(Cl)cc2)nc2ccccc12	/	/	0%	/	-19%	16%	/	/	3.4%
Nc1c2c(nc3ccccc13)CCCC2=O	-2.8	8%	30%	2%	18%	0%	i	i	3.6%
COc1ccc(CN(C)C(=O)COC(=O)c2cnc(Cl)c(Cl)c2)cc1	1.4	8%	-8%	?	-5%	-1%	i	i	13%
CCOC(=O)CSc1nc2sc3c(c2c(=O)n1Cc1ccccc1)CCC(C(C)(C)C)C3 (centres undefined)	/	8%	-2%	/	-20%	0%	i	/	-0.8%
Cn1c(Cl)c(/C=N/OC(=O)C2CC2)c2ccccc21	0.9	?	-11%	2%	0%	7%	/	i	13%
O=C(NC1CC(=O)N(c2ccc(F)cc2)C1)c1ccco1 (centres undefined)	/	/	30%	/	5%	-4%	/	/	-0.6%
CCOC(=O)c1noc2ncnc(NCc3ccccc3OC)c12	/	-18%	?	/	-20%	3%	i	/	-0.3%
CCN(CC)C(=O)C1=C(C)N(Cc2ccc(OC)cc2)C(=O)C(CC(=O)NCCc2ccccn2)C1 (centres undefined)	-1.0	/	1%	/	2%	/	i	i	1.7%

(more compounds)
canonical_smiles	CCT modulator	Nrf2 block	TGFb SMAD3 inh	Mm-Cpn inhibitor	HepG2 tox	A549 viability	S2 tox	Akt phos inh	Nrf2 ARE act
CCCN1CCN(CC(=O)Nc2cc(OCC)ccc2OCC)CC1	-3.8	5%	-15%	-2%	-6%	-2%	i	i	3.6%
COCCCN(CCC#N)C(=O)c1c(-c2c(Cl)cccc2Cl)noc1C	0.1	8%	-15%	1%	5%	3%	?	i	-0.8%
CCOc1ccc(NC(=O)c2ccc(NCC(=O)N3CCCCCC3)cc2)cc1	0.7	?	5%	-1%	-23%	?	i	i	-0.6%
COc1cc(C2Nc3ccc4ccccc4c3C3=C2C(=O)CC(C)(C)C3)ccc1OCC(=O)O (centres undefined)	-4.2	-2%	-6%	-2%	4%	-1%	/	i	-0.8%
O=C(Nc1nc2ccccc2s1)c1ccccc1[N+](=O)[O-]	-0.2	?	8%	1%	-10%	-1%	i	i	20%
CC(=O)N(CCc1ccccc1C)Cc1cc2cc(C)ccc2[nH]c1=O	-4.0	7%	2%	-1%	-23%	-1%	i	i	0.1%
Cc1onc(-c2ccccc2Cl)c1C(=O)Nc1nnc(Cc2ccc(Cl)cc2)s1	-1.1	/	?	-4%	-15%	-1%	i	i	0.0%
Cc1ccccc1Cn1c(SCc2ccc(C(=O)NC3CCCCC3)cc2)nc2ccncc21	/	-16%	?	/	-20%	-8%	i	/	-0.4%
CSCCC(NC(=O)c1ccccc1)C(=O)NCCc1ccc2c(c1)OCCO2 (centres undefined)	-1.7	4%	0%	0%	-15%	0%	i	i	-0.3%
O=C(NCC1OCCCN1S(=O)(=O)c1cc(F)ccc1F)C(=O)NC1CCCCC1 (centres undefined)	-5.0	13%	-12%	-7%	-12%	1%	i	i	-0.2%
O=C(CCN1C(=O)S/C(=C\c2ccccc2)C1=O)Nc1ccc(O)cc1C(=O)O	-0.3	-3%	13%	-2%	-4%	1%	i	i	-0.4%
c1coc(CNC2CCCCC2)c1	-1.4	6%	-1%	2%	22%	2%	i	i	-0.2%

Next section; it opens with the three that closed the last part.
canonical_smiles	CCT modulator	Nrf2 block	TGFb SMAD3 inh	Mm-Cpn inhibitor	HepG2 tox	A549 viability	S2 tox	Akt phos inh	Nrf2 ARE act
O=C(NCC1OCCCN1S(=O)(=O)c1cc(F)ccc1F)C(=O)NC1CCCCC1 (centres undefined)	-5.0	13%	-12%	-7%	-12%	1%	i	i	-0.2%
O=C(CCN1C(=O)S/C(=C\c2ccccc2)C1=O)Nc1ccc(O)cc1C(=O)O	-0.3	-3%	13%	-2%	-4%	1%	i	i	-0.4%
c1coc(CNC2CCCCC2)c1	-1.4	6%	-1%	2%	22%	2%	i	i	-0.2%
CSc1ccc(CN2CCC2(C)C(=O)Nc2cccc(NS(C)(=O)=O)c2)cc1 (centres undefined)	0.8	/	-8%	/	-11%	/	i	i	1.4%
COC(=O)c1ccc(N2NC(=O)/C(=C/c3ccc(-c4ccc(Cl)c(C(=O)O)c4)o3)C2=O)cc1	-2.4	5%	8%	-5%	7%	-14%	i	i	-0.3%
O=C(CSc1nc2ccsc2c(=O)n1NC(=O)c1ccccc1)Nc1nccs1	1.0	20%	-18%	0%	4%	-9%	i	i	29%
Clc1ccc(-c2csc(N3CCCCCC3)n2)cc1	-1.8	27%	-5%	0%	-15%	13%	i	i	-0.3%
c1ccc(CCNc2nc(-c3cccnc3)cs2)cc1	-4.2	?	-25%	-1%	0%	?	i	i	2.6%
O=C(Nc1nnc(C2CC2)s1)c1cc2ccccc2o1	0.2	?	-3%	-3%	-21%	-4%	i	i	2.5%
COc1ccc(N(C)S(=O)(=O)c2ccc(Cl)c(C(=O)NNC(=O)c3ccccc3O)c2)cc1	2.3	-8%	?	0%	16%	-1%	i	i	1.6%
O=C(Nc1ccncc1)C1CC(=O)N(c2ccccc2)C1 (centres undefined)	-0.2	-4%	0%	/	9%	0%	i	i	2.1%
CC(=O)c1cc2c(cc1NS(=O)(=O)c1ccc(C)cc1)OCCO2	1.1	/	5%	2%	-2%	?	i	i	-0.3%
COc1ccccc1C1C(C(N)=O)=C(C)Nc2nc(-c3ccccc3Cl)nn21 (centres undefined)	-0.9	-16%	-3%	1%	-5%	-4%	i	i	0.8%
CCN(CC)CCOC(=O)c1ccc(NC(=O)CNC(=O)c2ccccc2)cc1	-1.4	0%	-13%	4%	-27%	-1%	i	i	2.5%
Cc1cc(=O)oc(C)c1C(=O)N1CCN(C)CC1	-7.3	-4%	?	0%	-1%	-11%	i	i	0.1%
O=C(C[n+]1ccc(C(=O)N/N=C/c2ccc(O)cc2)cc1)c1ccccc1	-2.5	5%	-17%	-3%	0%	-2%	?	i	0.5%
COc1ccc(N2CCN(S(=O)(=O)c3ccc4oc(=O)ccc4c3)CC2)cc1	-7.7	-5%	-5%	0%	10%	1%	i	i	0.1%
O=c1c2oc3ccccc3c2n(Cc2ccc(Cl)cc2)c(=O)n1Cc1ccc2c(c1)OCO2	/	-7%	-22%	/	-17%	18%	/	/	2.6%

Bioassay records deposited in PubChem by National Center for Advancing Translational Sciences (NCATS).
